IL1B secr inh = qHTS for Inhibitors of Inflammasome Signaling: IL-1-beta AlphaLISA Primary Screen; THP-1 LPS/ATP IL-1B secretion, AlphaLISA, 16 h; stronger effect = lower value; activity change, % at 57.5 µM; 360,000 tested, 4.7% active; AID 743279, 2014; in the data active = activity change below about -50%; inconclusive = mostly about -30% to -49%; also: % is scaled to controls: 0 for no effect and ±100 for the full control effect
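THP-1 cells pretreated 1 hr with compounds (up to 57.5 uM final), then stimulated with LPS (250 ng/mL final) plus ATP (1.25 mM final); secreted IL-1B measured by AlphaLISA after 16 hr, decreased signal indicating inhibition.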
MCF10A rereplic = A quantitative high throughput screen for small molecules that induce DNA re-replication in MCF 10a normal breast cells; MCF 10A DNA re-replication, Hoechst nuclear intensity, 48 h; Potency, µM (highest dose often 46.1 µM), for inactives: at the highest dose activity, positive = re-replication, usual class: activators; 350,000 tested, 2.9% active; also: potency is read from the fitted curve at half-maximal effect; % of control where 0% means no effect; nearly all actives have a fitted effect of over 50% in size
KB-3-1 cytotox = qHTS assay for MDR1-selective chemotherapeutics: Primary screen using the parental adenocarcinoma cell KB-3-1; KB-3-1 viability, CellTiter-Glo ATP luminescence, 72 h; Potency, µM (top dose mostly 46.1 µM), for inactives: top-dose activity change, negative = cytotoxic, most hits filed as cytotoxic; 400,000 tested, 1.4% active; AID 1347075, 2019; also: potency is read from the fitted curve at half-maximal effect; % is scaled to controls: 0 for no effect and ±100 for the full control effect; nearly all actives have a fitted effect of over 60% in size
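Parental KB-3-1 adenocarcinoma cells in phenol-red-free DMEM with 10% FBS were pin-treated with compounds at several concentrations, incubated 72 h at 37 °C, and viability read by CellTiter-Glo luminescence; concentration-effect curves were fitted after normalization.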
SW480 rereplic = A quantitative high throughput screen for small molecules that induce DNA re-replication in SW480 colon adenocarcinoma cells. SW480 DNA re-replication, Hoechst DNA content imaging, 48 h. Potency, µM (highest dose often 46.1 µM), for the others: top-dose re-replication activation, hits mostly activators. 340,000 tested, 1.8% active; also: potency is read from the fitted curve at half-maximal effect; % of control where 0% means no effect; nearly all actives have a fitted effect of over 55% in size
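First, 250 cells per well were seeded. Next, compound or vehicle (23 nL) was pinned in, plates sat 48 hr at 37 C. Finally Hoechst was added for 40 min before fluorescence scanning.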
KB-V1 MDR tox = qHTS assay for MDR1-selective chemotherapeutics: Primary screen using the drug-selected MDR subline cells KB-V1 | KB-V1 MDR cells viability, CellTiter-Glo, 72 h | 400,000 tested, 3.4% active | Potency, µM (highest dose often 46.1 µM), for the others: top-dose activity change, negative = cytotoxicity, usual class: cytotoxic; also: potency is read from the fitted curve at half-maximal effect; % is scaled to controls: 0 for no effect and ±100 for the full control effect; nearly all actives have a fitted effect of over 60% in size
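Following 72 h at 37 degrees C with compound, KB-V1 cell viability was read by CellTiter-Glo luminescence, medium being phenol-red-free DMEM plus 10% FBS; concentration-response parameters came from normalized, curve-fitted qHTS data.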
HT1080NT lethal = qHTS for induction of synthetic lethality in tumor cells producing 2HG: qHTS for the HT-1080-NT fibrosarcoma cell line | HT-1080-NT fibrosarcoma viability, CellTiter-Glo ATP luminescence, 48 h | Potency, µM (highest dose often 46.1 µM), for inactives: at the top dose activity, negative = less viability, actives largely listed as cytotoxic | 360,000 tested, 1.6% active | AID 686970, 2013;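 also: NT is the 2HG producing partner of a matched IDH1 knockdown line; potency is read from the fitted curve at half-maximal effect; 0% = DMSO-treated cells and -100% = media-only wells without cells; nearly all actives have a fitted effect of over 55% in size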
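Toxicity toward the 2HG-producing NT line was scored as %Activity, normalised to DMSO and no-cell wells, from CellTiter-Glo luminescence after 48 hours' treatment.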
HEK293 tox = qHTS of GLP-1 Receptor Inverse Agonists: Cytotox Screen; HEK293 cAMP-luciferase reporter cells, luminescence, 24 h; Potency, µM (highest dose often 38.3 µM), for inactives: at the top dose activity change, negative = inhibition, actives largely listed as inhibitors; 410,000 tested, 0.13% active;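 also: loss of luciferase light is scored as toxicity; potency is read from the fitted curve at half-maximal effect; % is scaled to controls: 0 for no effect and ±100 for the full control effect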
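Seeding density was 200 cells/uL; after overnight-length (12 h) culture, 23 nL compounds went on for 24 h at 37 °C. Readout used a luciferase detection reagent, luminescence taken after 12 min at room temperature.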
HT1080 IDH1KD tx = qHTS for induction of synthetic lethality in tumor cells producing 2HG: qHTS for the HT-1080-IDH1KD cell line; HT-1080 IDH1 knockdown viability, ATP luminescence, 48 h; Potency, µM (doses to about 46.1 µM), for the others: at the highest dose activity, negative = toxicity, most hits filed as cytotoxic; 360,000 tested, 2% active; AID 686971, 2013;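 also: potency is read from the fitted curve at half-maximal effect; 0% = DMSO wells and -100% = cell-free medium wells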
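CellTiter-Glo luminescence after 48 h compound exposure at 37 degrees C of IDH1-knockdown HT-1080 cells in 5% FBS RPMI. %Activity scaled between DMSO wells and cell-free media wells, with curves fitted and assigned curve classes.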
D3 ag = qHTS of D3 Dopamine Receptor Agonist: qHTS. D3R DiscoveRx beta-arrestin cells, luminescence, 90 min. max activation, %. 410,000 tested, 0.58% active. AID 652048, 2013; in the data active = max activation above about 30%; also: 0% is about no effect; mostly tested at two doses, the higher about 12 µM
Target sequence (P35462 whole entry, looked up): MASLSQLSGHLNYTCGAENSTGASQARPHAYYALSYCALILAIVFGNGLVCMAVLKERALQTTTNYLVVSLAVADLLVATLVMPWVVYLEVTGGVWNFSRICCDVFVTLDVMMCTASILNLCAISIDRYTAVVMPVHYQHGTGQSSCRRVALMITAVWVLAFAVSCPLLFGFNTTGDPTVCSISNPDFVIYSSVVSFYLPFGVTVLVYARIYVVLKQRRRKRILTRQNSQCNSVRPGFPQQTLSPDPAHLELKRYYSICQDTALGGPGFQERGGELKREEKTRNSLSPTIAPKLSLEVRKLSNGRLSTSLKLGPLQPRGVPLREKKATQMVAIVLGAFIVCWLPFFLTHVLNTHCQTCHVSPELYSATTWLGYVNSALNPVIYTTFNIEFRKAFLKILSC
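Agonist-mode cell screen: cells plated at 1500/well and incubated overnight at 37 °C, then exposed to library compounds for 90 min at 37 °C. Detection reagent was added for 30–60 min at room temperature, and luminescence was read.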
An asterisk follows results filed as active; u = inconclusive; x = no result given; & = joins results of further samples; [ ] = dose if it differs, or a comment. Unless noted, calls follow the shape of the dose curve; as a rule, active = well fitted curve in the direction sought with a large enough effect; inconclusive = small, poorly fitted or top-dose-only effect, or another doubt; inactive = no such curve, though single readings can be large; an effect the other way counts as inactive or inconclusive.

SMILES	IL1B secr inh	MCF10A rereplic	KB-3-1 cytotox	SW480 rereplic	KB-V1 MDR tox	HT1080NT lethal	HEK293 tox	HT1080 IDH1KD tx	D3 ag
CC1=C(C(=O)Nc2ccc(C)cn2)C(c2cnn(C)c2)C2=C(CCCC2=O)N1 (configuration not stated)	3.9	-0.4%	4.5%	0.517µM*	u	0.6%	-0.1%	12.3%	-15.6
O=C(COC(=O)c1cc(=O)[nH]c(=O)[nH]1)Nc1cccc(S(=O)(=O)N2CCCCC2)c1	-1.3	1.1%	11.1%	-2.5%	0.9%	3.2%	-3.6%	3.2%	3.9
CC(NCc1ccc(F)cc1)C(=O)NC1CCCCC1 (configuration not stated)	-7.7	1.0%	8.5%	-4.0%	-18.3%	4.3%	5.1%	0.0%	-17.4
O=C(CCNC(=O)c1ccco1)Nc1cccc(Br)c1	-4.8	-1.0%	3.9%	2.3%	6.8%	3.2%	14.7%[0.307 µM]	11.1%	-5.9
CN1CCc2nc3ccccc3c(C(=O)OCC(=O)N(CCC#N)c3ccccc3)c2C1	0.6	2.7%	-7.6%	-0.6%	u	-17.1%	-8.2%	-18.0%	-3.2
Cc1cc(NC(=O)COc2ncnc3sc(C)c(C)c23)no1	21.0	2.4%	5.1%	-2.7%[9.22 µM]	4.8%	1.0%	-11.7%	12.2%	-8.5
CCOc1ccc(N2CC(C(=O)Nc3nnc(Cc4ccccc4)s3)CC2=O)cc1 (configuration not stated)	48.3	19.3%	9.1%	-2.5%	-2.3%	-25.9%	2.8%	-9.4%	3.4
Cc1ccc(CNC(=O)CSc2ccc(-c3sc(-c4ccccc4)nc3C)nn2)cc1	x	x	5.1%	x	9.7%	x	17.1%	x	5.4
COc1ccc(CCNC(=O)CCc2cn(C)c3ccccc23)c(OC)c1	-1.4	0.5%	-2.6%	-2.7%	-18.1%	4.3%	4.6%	8.4%	2.9
O=C(C1CCC(Cn2c(=O)c3sccc3n(Cc3cccc(F)c3)c2=O)CC1)N1CCCCC1 (configuration not stated)	x	x	u	x	u	x	-17.2%	x	-10.1
COc1cccc(CNC(=O)c2ccc(CS(=O)(=O)Cc3ccccc3C)o2)c1	48.9	47.6%	-10.1%	u	-16.7%	-24.2%	-0.1%	-0.2%	4.6
O=C(CN(c1ccc([N+](=O)[O-])cc1)S(=O)(=O)c1ccccc1)N1CCCCC1	-9.2	3.6%	5.8%	-0.9%	0.1%	2.6%	-6.6%	13.5%	-11.6
CC1(C)CC(=O)C=C(Nc2ccc(F)cc2)C1	7.4	-6.5%	0.9%	-7.1%	11.3%	7.3%	-18.1%	4.4%	-5.1
COc1cc(C(=O)N(CCc2ccccc2)C2CC3CCC(C2)N3C)cc(OC)c1OC (configuration not stated)	-20.0	1.1%	-8.6%	-1.4%	-6.8%	8.6%	4.7%	9.5%	-4.6
COCc1cc(C)nc(SCc2ccc([N+](=O)[O-])cc2)c1C#N	-16.7	-8.0%	6.9%	0.0%	-13.2%	5.0%	5.1%	5.0%	2.8
COc1cccc(CNC(=O)C2CCC(CNS(=O)(=O)c3cccs3)CC2)c1 (configuration not stated)	x	x	-2.7%	x	1.0%	x	-3.3%	x	2.6
Cc1cccc(-n2ncc3c(N4CCN(CCO)CC4)ncnc32)c1	x	x	0.2%	x	-5.4%	x	-17.1%	x	-3.0
CCOC(=O)c1ccc(-c2ccc(C3Nc4ccccc4C(=O)N3O)o2)cc1 (configuration not stated)	70.9	u	u	18.5%	u	-26.7%	4.0%	-27.8%	7.1
O=C(Nc1cccc(Cl)c1N1CCOCC1)c1ccc([N+](=O)[O-])o1	-14.7	19.1%	u	7.1%	1.8%	10.9%	-21.1%	8.1%	2.6
COc1ccc(CCCC(=O)NCc2ccccc2)cc1C	0.0	8.2µM*	u	u	6.51µM*	u	u	u	-3.6
CC(C)[C@H](NC(=O)c1ccccc1)C(=O)OCC(=O)NCc1ccc2c(c1)OCO2	1.0	4.4%	-5.4%	9.6%	0.0%	-2.0%	2.0%	-5.4%	0.6
CCc1c(O)nc(SCC(=O)Nc2ccc(C)cc2)n(C2CCCCC2)c1=O	3.6	u	-8.0%	-18.1%	-26.4%	-25.0%	0.4%	-9.3%	4.0
C/C(=C\C(=O)C(F)(F)F)Nc1ccc(C)cc1	-7.8	-8.1%	-3.1%	-2.8%	2.0%	10.5%	-1.6%	17.9%	-1.4
C[C@H](CO)N1C[C@H](C)[C@@H](CN(C)S(C)(=O)=O)Oc2ccc(NC(=O)C3CCCCC3)cc2C1=O	15.8	4.2%	-14.6%	3.2%	-28.0%	13.2%	10.7%	7.1%	52.3*
COc1ccc(/C=N/NS(=O)(=O)c2ccc(F)cc2)cc1CN1CCSCC1	23.8	11.1%	-1.3%	-2.7%	u	5.9%	14.7%	1.4%	-4.2

More entries.
SMILES	IL1B secr inh	MCF10A rereplic	KB-3-1 cytotox	SW480 rereplic	KB-V1 MDR tox	HT1080NT lethal	HEK293 tox	HT1080 IDH1KD tx	D3 ag
O=C(O)c1[nH]c2ccccc2c1C(c1cc(Cl)cc([N+](=O)[O-])c1O)c1c(C(=O)O)[nH]c2ccccc12	21.8	-0.2%	5.7%	14.9%	19.7%	-12.4%	u	-6.7%	-12.7
COc1ccc(CNC(=O)[C@@H]2CC=C[C@@H]3CCN(C4CCCCC4)C(=O)[C@@H]32)cc1	6.1	-15.7%	0.9%&1.8%	-26.9%	u	11.7%	-1.8%	6.0%	-14.1
CN(Cc1ccccc1)C(=O)c1[nH]cnc1C(=O)NCC(=O)OC(C)(C)C	0.2	4.5%	-0.4%	6.8%	11.1%	1.7%	u	8.3%	-0.2
CCCCNC(=O)CCn1c(=O)c2ccccc2n(CC(=O)NCCc2ccc(OC)c(OC)c2)c1=O	0.0	1.9%	6.7%	-3.8%	0.0%	3.4%	5.0%	7.1%	18.1
COc1ccc(S(C)(=O)=O)cc1S(C)(=O)=O	25.8	-1.0%	-2.0%	4.2%	11.1%	-5.1%	5.6%	25.1%	-4.2
CC1Cc2ccccc2N1C(=O)Cn1c(=O)oc2cc(S(=O)(=O)N3CCCCC3)ccc21 (configuration not stated)	-9.3	4.9%	7.7%	-3.6%	-9.3%	0.0%	5.1%	-14.1%	4.1
Cc1ccc(-n2nnnc2-c2cnn(-c3ccc(F)cc3)c2C(F)(F)F)cc1	-14.2	13.7%	u	-0.1%	u	-20.3%	-4.1%	3.9%	2.9
O=C(C[n+]1ccc(-c2nnc3n2CCC3)cc1)c1ccc(Cl)c(Cl)c1	9.3	10.0%	9.7%	-0.3%	-2.3%	-1.3%	22.0%	0.2%	-13.7
O=C(NC1CCCC1)c1cc(-c2ccccc2O)on1	-2.6	12.9%	-8.8%	-0.8%	7.2%	-1.5%	8.9%	-8.0%	-2.4
CCC1(Cc2ccccc2)NC(=O)c2ccccc2O1 (configuration not stated)	7.8	14.5%	-0.8%	3.5%	1.4%	4.4%	-2.0%	-9.9%	-0.3
Cc1ccc(S(=O)(=O)N2CCCC2C(=O)NCCc2ccccc2)cc1 (configuration not stated)	-2.7	0.2%	7.2%	-10.6%	u	-1.0%	-7.0%	-3.0%	-4.7
OCCc1c[nH]c2ccc(C(F)(F)F)cc12	18.7	3.1%	u	-2.3%	u	21.6%	19.7%	-6.0%	-7.7
Nc1nnc(SCC(=O)Nc2cccc(S(=O)(=O)N3CCOCC3)c2)s1	21.6	-2.3%	-3.1%	1.3%	21.7%	6.0%	6.3%	6.9%	2.4
CC(NC(=O)Cc1ccc([N+](=O)[O-])cc1)c1ccc2c(c1)OCO2 (configuration not stated)	-8.5	-6.6%	-1.9%	18.3%	-21.7%	-23.6%	-14.6%	-18.5%	-6.5
O=C(NCCS(=O)(=O)N1CCN(c2cccc(Cl)c2)CC1)c1ccco1	-0.9	-0.7%	-0.9%	-1.7%	-21.7%	4.1%	2.3%	2.2%	7.6
Nc1cc(=O)[nH]c(SCC(=O)NC2CCCc3ccccc32)n1 (configuration not stated)	20.7	-2.1%	20.4%	-7.3%	-3.5%	0.0%	3.5%	-1.6%	4.6
CCN(CC)c1ccc(/C=N/N2CCN(Cc3ccccc3Cl)CC2)cc1	-0.1	14.7%	-14.1%	-4.0%[9.22 µM]	-13.2%	-13.2%	-3.7%	-2.9%	-17.9
COc1ccc(CCNc2ncnc3onc(C)c23)c(OC)c1	x	x	u	x	-11.7%	x	1.7%	x	9.9
COc1ccc(Cl)cc1NC(=O)CN(C)C1CCS(=O)(=O)C1 (configuration not stated)	-7.4	1.1%	-10.7%	-4.1%	-23.9%	-1.5%	3.0%	0.0%	-4.7
COc1ccc(Br)cc1CN(C)C(=O)CNC(=O)c1ccc2ccccc2c1	-75.4*	19.8%	-1.0%	-3.2%	u	-23.3%	3.3%	-19.3%	3.5

Reprinted from the results shown (three entries):
SMILES	IL1B secr inh	MCF10A rereplic	KB-3-1 cytotox	SW480 rereplic	KB-V1 MDR tox	HT1080NT lethal	HEK293 tox	HT1080 IDH1KD tx	D3 ag
O=C(O)c1[nH]c2ccccc2c1C(c1cc(Cl)cc([N+](=O)[O-])c1O)c1c(C(=O)O)[nH]c2ccccc12	21.8	-0.2%	5.7%	14.9%	19.7%	-12.4%	u	-6.7%	-12.7
COc1ccc(CNC(=O)[C@@H]2CC=C[C@@H]3CCN(C4CCCCC4)C(=O)[C@@H]32)cc1	6.1	-15.7%	0.9%&1.8%	-26.9%	u	11.7%	-1.8%	6.0%	-14.1
CN(Cc1ccccc1)C(=O)c1[nH]cnc1C(=O)NCC(=O)OC(C)(C)C	0.2	4.5%	-0.4%	6.8%	11.1%	1.7%	u	8.3%	-0.2
